Screening results: PubChem BioAssay, The Scripps Research Institute Molecular Screening Center
GAA850 FXN act: frataxin GAA850 promoter activation | HEK293 lucGAA850 FXN promoter luciferase reporter, 24 h; percent of 10 µM SAHA response | activation, % at 6 µM | actives 0.56% (n = 360,000);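 active = activation above the average of all compounds screened plus 3 SD, cutoff fixed separately per campaign, cut at about 7.5% in these data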;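 also: 0% = DMSO wells and 100% = 10 µM SAHA wells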
ADAM10 inh: inhibitors of human ADAM10. O14672. recombinant ADAM10, EDANS/DABCYL FRET peptide cleavage, 3 h. inhibition, % at 7 µM. actives 0.62% (n = 370,000). AID 720582;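 active = inhibition above a per-campaign cutoff equal to the mean of compounds falling between control-based bounds plus 3 SD, cut at about 20% in these data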;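 also: 0% = DMSO wells while the 100% control is not disclosed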
Target sequence (O14672 214-748 limits assumed): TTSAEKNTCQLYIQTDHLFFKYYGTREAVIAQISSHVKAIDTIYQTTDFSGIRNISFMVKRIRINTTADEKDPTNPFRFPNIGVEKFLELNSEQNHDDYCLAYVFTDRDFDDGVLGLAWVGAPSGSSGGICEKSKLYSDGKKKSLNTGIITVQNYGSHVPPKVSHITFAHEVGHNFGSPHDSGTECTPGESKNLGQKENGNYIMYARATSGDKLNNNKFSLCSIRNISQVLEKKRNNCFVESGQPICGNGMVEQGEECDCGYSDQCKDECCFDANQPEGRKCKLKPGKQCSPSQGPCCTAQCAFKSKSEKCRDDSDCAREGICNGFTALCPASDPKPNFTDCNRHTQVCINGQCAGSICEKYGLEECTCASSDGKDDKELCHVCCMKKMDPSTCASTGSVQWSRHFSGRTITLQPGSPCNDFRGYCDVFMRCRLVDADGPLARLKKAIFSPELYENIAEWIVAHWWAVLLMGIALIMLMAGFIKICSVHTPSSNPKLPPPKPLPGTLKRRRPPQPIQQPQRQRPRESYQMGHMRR
hcDAF12 agonist: activates DAF-12 receptor from parasite H. contortus. activation, % at 6.8 µM. AID 652067. actives 1.4% (n = 370,000). HEK293 hcDAF-12 lit1-tk-luc reporter, luminescence; 0% DMSO, 100% Δ7-dafachronic acid;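 active = activation above the mean of all tested compounds plus 3 SD, cut at about 5.5% in these data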;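 also: 100% = response to 3 µM Δ7-dafachronic acid high control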
ADAM17 inh: ADAM17 inhibition, QFRET primary screen. P78536. recombinant ADAM17, EDANS/DABCYL FRET peptide cleavage. actives 0.83% (n = 370,000). inhibition, % at 6.95 µM;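 active = inhibition above the mean of compounds lying between control limits plus 3 SD, set per campaign, cut at about 8.5% in these data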;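 also: 0% = DMSO-only wells as the low control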
ssDAF-12 act: activators of S. stercoralis DAF-12 nuclear receptor; HEK293 ssDAF-12/GRIP1 lit1-tk-luc reporter, luminescence; % of 3 µM dafachronic acid response; actives 1% (n = 370,000); activation, % at 6.8 µM;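 active = activation above the mean over all tested compounds plus 3 SD, cut at about 0.9% in these data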;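 also: 0% = DMSO-only wells and 100% = 3 µM delta7-dafachronic acid wells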
DAX1 inh-1: DAX1 (NR0B1) inhibition, primary screen; AID 652010; HEK293T StAR-luciferase reporter, SF-1/DAX-1 repression relief; actives 1.1% (n = 370,000); inhibition, % at 6.8 µM;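 active = inhibition above the mean over all tested compounds plus 3 SD, cut at about 3.6% in these data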;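 also: 0% = DAX-1 cells with DMSO and 100% = cells lacking DAX-1 with DMSO; higher inhibition means more luminescence from relief of DAX-1 repression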
hgDAF12 agonist: agonists of H. glycines DAF-12 nuclear receptor; HEK293 GAL4-hgDAF12 UAS-luciferase reporter, agonist luminescence; normalized to butyrate control; activation, % at 6.8 µM; actives 1.8% (n = 370,000); AID 687014;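 active = activation above a cutoff set at the mean of all screened compounds plus 3 SD, cut at about 10% in these data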;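 also: 0% = DMSO wells and 100% = sodium butyrate wells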
sPLA2-III inh: Inhibits HGIII-sPLA2 liposome hydrolysis, primary screen; QFRET BODIPY PC-A2 liposome hydrolysis, fluorescence; inhibition, % at 12.2 µM; actives 0.56% (n = 370,000); AID 743126;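 active = inhibition above mean plus 3 SD of compounds lying within the high and low control bounds, cut at about 19% in these data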;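 also: 0% = median of test compound wells and 100% = no enzyme DMSO wells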
DAX1 inh-2: inhibits human nuclear receptor DAX1; HEK293 Gal4-DAX1 luciferase reporter, luminescence; inhibition, % at 6.75 µM; actives 0.99% (n = 340,000); AID 504766;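 active = inhibition above the mean over all tested compounds plus 3 SD, cut at about 4.2% in these data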;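 also: 0% = DAX1-transfected cells with DMSO and 100% = empty-vector control cells with DMSO; inhibition shows as a rise in luminescence from relieved DAX1 repression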
Target sequence (P51843 207-470 limits assumed): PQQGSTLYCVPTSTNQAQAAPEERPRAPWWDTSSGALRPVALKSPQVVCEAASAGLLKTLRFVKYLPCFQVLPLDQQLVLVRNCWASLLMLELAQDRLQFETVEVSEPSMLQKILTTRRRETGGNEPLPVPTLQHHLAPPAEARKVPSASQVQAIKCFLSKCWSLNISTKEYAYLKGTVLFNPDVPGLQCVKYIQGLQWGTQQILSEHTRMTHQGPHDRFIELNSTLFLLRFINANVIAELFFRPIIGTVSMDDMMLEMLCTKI
PLC-gamma1 inh: PLC-gamma1 (human) inhibition, primary screen | AID 720700 | inhibition, % at 12.2 µM | actives 0.84% (n = 370,000) | purified PLC-gamma1, fluorogenic substrate, fluorescence | P19174; in the data active = inhibition above about 9.5%
PLC-beta3 inh: blocks human PLC-beta3 enzyme activity. Purified PLC-beta3, fluorogenic substrate, fluorescence. inhibition, % at 12.2 µM. actives 0.18% (n = 370,000). AID 720704; in the data active = inhibition above about 11%;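 also: 0% = median of compound wells on plate and 100% = full blocker control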
* = called active by the depositor; . = not tested or not shown. This is a random part of the collection (roughly 6.9% active in at least one column).

canonical_smiles	hcDAF12 agonist	hgDAF12 agonist	sPLA2-III inh	ADAM17 inh	PLC-beta3 inh	ssDAF-12 act	DAX1 inh-1	DAX1 inh-2	GAA850 FXN act	PLC-gamma1 inh	ADAM10 inh
COc1ccc(C2C(C(=O)N3CCC(C)CC3)c3ccccc3C(=O)N2C)cc1 (centres undefined)	-0.7	2.3	-5.7	-0.6	-0.1	-1.1	-0.9	-2.1	1.4	0.3	3.7
CCN1C(=O)[C@H]2[C@@H](c3ccc(OC)cc3)N[C@]3(CCCN(Cc4ccc(F)cc4)C3=O)[C@H]2C1=O	-0.8	-1.0	10.0	-5.5	2.6	-1.2	-0.3	0.5	-1.7	1.9	-4.3
COc1ccc(-c2c(C(C)=O)c(C)n(C)c2C)cc1	-3.5	0.7	10.2	-3.3	-1.1	-2.2	0.2	-1.5	2.6	-1.6	-5.5
CC1SCC(=O)N(CC(=O)NCCc2ccccc2)C1=O (centres undefined)	-0.4	3.1	0.2	-1.2	-5.5	-1.4	0.0	0.3	2.5	-3.0	1.6
CCOc1cc(N2CCOCC2)c(OCC)cc1NC(=O)Cn1cnc2c(=O)n(C)c(=O)n(C)c21	0.1	-4.8	7.0	-0.5	1.0	-0.6	-0.1	-0.5	0.2	3.8	-0.2
COCCCNC(=O)CC[C@H]1O[C@@H](n2cnc3c(NC(=O)c4ccccc4)ncnc32)[C@H](O)[C@@H]1O	-1.6	-1.1	4.6	-1.9	1.9	-0.8	-0.3	.	.	1.8	-4.9
COC(=O)c1ccc2c(c1)NC1=C(C(=O)CC(C)(C)C1)C(c1ccncc1)N2 (centres undefined)	-0.4	2.3	-3.7	-0.2	-8.5	-1.2	0.2	1.4	-1.9	-7.2	-7.3
COc1ccc(Cc2noc(CN3CCCC(C(=O)c4cccs4)C3)n2)cc1OC (centres undefined)	-1.7	-3.1	1.1	-2.1	-3.6	-1.6	-0.7	-0.8	5.8	-0.9	-6.3
CC(=O)Nc1ccc(SCCCC(=O)c2ccccc2)cc1	-0.9	5.0	-9.2	2.3	-6.0	-0.9	0.3	2.1	3.5	1.4	-1.6
CCOc1nc2ccccc2cc1/C=C/C(=O)O	1.1	-1.6	-19.1	-30.2	-141.1	-0.1	-0.6	-0.7	1.4	-113.6	-77.4
Cc1nccc(-c2cccc(NC(=O)c3ccccc3Cl)c2)n1	0.2	-1.6	13.6	-6.2	-3.7	-1.5	0.5	0.1	1.8	0.1	-3.8
Cc1cc(C)nc(NCC(O)COc2ccccc2C)n1 (centres undefined)	-2.2	-1.1	-1.8	-1.3	8.6	-0.9	0.2	-1.3	-0.5	12.3*	-2.1
COc1ccc(CNC(=O)CCS(=O)(=O)Cc2ccc(C)cc2)c(OC)c1	-0.2	-0.7	-0.5	-4.0	-5.4	-1.9	0.7	0.2	0.7	0.7	-0.8
CC(C)c1cccc(-c2csc(C(O)c3cccc(Cl)c3)n2)c1 (centres undefined)	-1.7	-1.1	-21.6	9.7*	6.2	-1.1	-1.3	.	-1.2	2.0	11.9
Cc1ccc(S(=O)(=O)CCC(=O)N2CCN(c3ccc([N+](=O)[O-])cc3)CC2)cc1	-1.1	-2.9	3.2	-3.3	-11.1	-0.6	-0.2	1.7	-0.5	2.8	-2.5
COc1ccccc1CNC(=O)CSc1nc2c(oc3ccccc32)c(=O)n1CC1CCCO1 (centres undefined)	-0.1	0.4	-8.0	-0.9	-4.1	-1.4	-0.5	-0.2	0.1	0.1	2.5
Cc1onc(-c2ccccc2)c1C(=O)NCCc1ccncc1	0.9	0.2	1.2	1.0	-6.0	-1.7	0.9	1.3	0.9	0.6	3.2
Cc1ccc(NC(=O)COC(=O)c2cccnc2)cc1	-0.1	-1.4	-2.0	-4.0	-7.9	-2.0	-0.2	0.5	0.2	0.0	-1.0
COc1ccccc1CNC(=O)C[C@H]1CC[C@H]2[C@@H](COc3ccc(NC(=O)Nc4ccccc4)cc3C(=O)N2C)O1	-1.0	-1.2	-14.8	-0.1	5.9	-1.0	0.6	.	.	8.0	2.3
CC(=O)OCCOCn1cnn2c(=O)c(Br)c(C)nc12	-1.2	-0.7	1.1	-2.2	-7.2	-0.9	-0.3	0.5	-0.9	-2.2	-5.6
Cn1c(CNC(=O)c2ccccc2F)cc2ccccc21	4.1	0.9	-10.3	-0.4	-2.7	-0.7	0.4	1.2	3.3	0.0	3.4
CCOC(=O)c1c(O)c2ccccc2n(CC)c1=O	1.3	-2.9	3.6	1.8	-3.7	-0.8	0.7	1.3	-0.8	0.4	-0.9
Cc1cc(C)cc(SCc2noc(C(=O)NCCC(C)C)c2C(=O)NCCC(C)C)c1	1.1	-0.2	7.7	0.4	5.2	-1.5	-0.2	0.2	0.5	-2.1	1.7
COc1ccc(C(=O)Cn2c(NCCCO)nc3ccccc32)cc1OC	0.2	-1.5	-12.9	-6.0	-3.8	-0.6	-0.1	1.7	1.6	-0.1	-10.1
O=C(CN1CCCCCC1)Nc1c(Cl)cc(Cl)cc1Cl	0.6	-0.7	1.3	0.1	-2.1	-0.3	0.1	2.5	4.4	2.2	2.6
COc1cccc(Oc2ccc(C(F)(F)F)cc2N)c1	-1.1	5.8	9.3	1.1	-2.8	-1.0	0.2	1.2	6.1	-2.1	10.8
C=C(C)c1cccc(C(C)(C)NC(=O)Nc2ccccc2OCC)c1	-2.0	1.7	20.9*	-5.3	3.2	-1.2	-0.7	-0.5	-3.5	1.4	-2.7
Cc1cccc(NC(=O)CN2C(=O)NC3(CCCCCCC3)C2=O)c1C	0.7	-2.6	-6.9	0.6	4.1	-1.2	-0.7	0.7	-1.5	3.5	6.4
Cc1ccc(NC(=S)NC(NC(=O)c2ccccc2C)C(Cl)(Cl)Cl)c(C)c1 (centres undefined)	-2.1	-1.1	-21.4	5.9	7.3	-1.3	-0.7	0.7	-7.3	5.0	15.4
COc1ccc(CNc2nc3nc(C)c(Cl)c(C)n3n2)cc1	-0.3	3.8	-6.9	-10.8	-29.6	-1.1	0.4	1.0	1.6	-18.9	-26.8
COc1ccc(NC(=O)C(=O)NNC(=O)COc2ccc(Cl)cc2)c(OC)c1	0.2	1.3	0.3	3.0	-8.4	-0.8	-1.2	0.2	0.0	-1.5	-0.4
Cc1c(NC(=O)CSc2nnc(-c3ccccc3F)o2)c(=O)n(-c2ccccc2)n1C	1.2	-5.3	-0.8	-2.3	1.8	-0.4	1.1	0.2	1.4	-0.3	-5.6
CCN(CC)C(=O)C1=C(C)N(CCCOC)C(=O)C(CC(=O)NC2CCCC2)C1 (centres undefined)	-0.3	-1.1	3.6	0.8	3.6	-0.5	0.4	0.8	-0.6	0.1	-13.2
CCN(CC)C(=O)C(=O)Nc1cc(C(F)(F)F)ccc1Cl	-0.9	0.1	-2.4	-0.9	3.4	-1.1	-0.1	1.1	0.3	0.7	6.0
O=C(c1ccc(-c2ccccc2Cl)o1)N1CCCCCCC1	2.1	10.8*	-7.7	1.9	-9.9	0.1	5.4*	3.9	6.0	1.6	-8.1
COc1cc(OC)cc(-c2nnc(SCc3cccnc3)o2)c1	-3.5	0.8	13.3	-6.9	-1.9	-1.8	1.5	0.3	4.3	4.7	-6.7
COc1ccccc1/C=C\C=N\n1c(-c2ccc(Cl)cc2Cl)n[nH]c1=S	1.4	-1.1	3.4	2.6	-4.4	-1.1	-0.3	0.6	-1.6	-3.0	-3.4
CC1(c2ccc(OC(F)F)cc2)NC(=O)N(CC(=O)Nc2cccc(F)c2)C1=O (centres undefined)	-0.2	-2.0	-18.7	0.9	-3.6	-0.3	0.1	-0.9	2.5	3.1	17.7
Cc1nn(CC(=O)NCCCN2CCC(Cc3ccccc3)CC2)c(=O)c2cc(-c3ccccc3)nn12	0.5	0.2	1.0	0.4	-8.3	-1.0	-0.2	0.1	0.2	2.9	3.5
COc1ccc(OC)c2sc(NC(=O)c3ccc(S(=O)(=O)N4CCOCC4)cc3)nc12	-0.3	0.6	-6.6	-1.1	1.0	-0.9	-0.2	0.1	-1.3	-0.2	-7.4
O=S(=O)(c1cc(F)ccc1F)N1CCN(c2ncnc3ccccc23)CC1	-4.1	-8.4	8.7	2.5	-27.0	-2.2	-7.9	-3.0	-2.1	-11.4	-16.3
CC(C(=O)Nc1ccc(S(=O)(=O)N2CCCC2)cc1)N(C)Cc1ccc(F)cc1 (centres undefined)	-0.6	-2.8	-3.4	-5.2	-5.3	-1.3	-0.7	-0.7	-0.5	1.1	-5.4
CN(Cc1nccn1C)C(=O)c1cc(COc2ccc3ncccc3c2)on1	-2.6	-2.3	2.2	-2.8	-4.2	-2.6	-3.1	-1.6	0.3	1.5	-5.7
O=C(CN1CCC(C(=O)c2ccc3c(c2)OCCO3)CC1)NCc1ccccc1	-0.5	-1.1	-7.9	-3.5	-5.8	-1.5	-0.5	0.0	1.4	-2.5	-0.4
CN(CC(=O)Nc1ccc(Br)cc1)Cc1ccccc1	-0.7	1.3	0.6	-0.2	5.9	-0.6	-1.0	2.1	1.0	5.4	0.4
Cc1ccc(-c2noc(CN(C(=O)c3cccs3)C(C)C)n2)cc1	-0.6	-0.7	-8.6	1.3	2.5	-1.6	-0.7	-0.3	0.4	-0.3	9.1
O=C(/C=C/c1cccs1)NC(=S)Nc1ccccc1	-0.9	4.8	-5.3	-1.7	-4.4	-1.6	1.7	0.2	5.2	-0.8	-0.9
CCOP(=O)(OCC)C(Nc1ccccn1)c1ccc(F)cc1 (centres undefined)	-1.8	-0.8	-1.7	1.8	3.5	-0.7	0.7	-0.7	1.3	1.2	-1.0
CC(CC(=O)N1CCc2ccccc21)S(=O)(=O)c1ccc2c(c1)NC(=O)CO2 (centres undefined)	1.3	1.0	2.9	-4.3	-5.4	-1.4	-0.9	0.1	1.6	0.8	-3.6
COc1ccc(C(=O)C[n+]2ccc(-c3nnc4n3CCCCC4)cc2)cc1	-2.8	-1.5	-1.0	-17.8	-51.1	-1.9	-0.8	-0.2	1.2	-37.4	-28.4
O=C(COC(=O)CNC(=O)c1ccccc1F)NC1CC1	-0.4	-0.4	-2.9	-0.3	-3.8	-1.3	0.4	0.5	1.5	0.7	-1.6
CCOC(=O)c1cnc(-n2nc(C)cc2C)nc1N1CC(C)OC(C)C1 (centres undefined)	-1.3	-3.5	2.4	2.0	3.0	-1.3	-0.4	1.8	2.1	6.6	-0.3
O=C(Nc1ccc(Cl)cn1)c1cccc(OCc2ccccc2)c1	-1.6	2.7	-4.2	2.2	-6.4	-1.1	0.7	0.3	2.6	2.5	10.4
